p97 ATPase inh: blocks human p97 ATPase activity | inhibition, % at 8 µM | P55072 | recombinant p97 ATPase, Kinase-Glo ATP luminescence, 3 h | 220,000 compounds, 0.42% hits; in the data active = inhibition above about 15%;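 also: 0% = DMSO vehicle and 100% = wells lacking enzyme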
Runt-CBFb FRET: blocks binding of human RUNX1 Runt domain to CBFb. Cerulean-Runt/Venus-CBFb FRET ratio 530/480, 1 h. AID 1496. Q01196+Q13951. 220,000 compounds, 0.46% hits. inhibition, % at 20 µM;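 active = inhibition over about 50% at 20 µM in the single-dose screen, limit read from the data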;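 also: 0% = DMSO wells and 100% = excess unlabeled CBFb competitor control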
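test system = Cerulean-Runt domain fusion protein, energy donor | probe or stimulus = Venus-CBFb binding partner, 100 nM | incubation = two 1 h room-temperature incubations shielded from light | detection = fluorescence energy transfer, 422 nm excitation, 530/480 nm emission | measure = loss of energy transfer signal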
Runt-SMMHC FRET: Runt domain-CBFb-SMMHC interaction inhibition | Cerulean-Runt/Venus-CBFb-SMMHC FRET ratio 530/480, 1 h | Q01196+Q13951 | AID 1434 | inhibition, % at 20 µM | 220,000 compounds, 0.74% hits;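 active = mean inhibition across duplicate retests at 20 µM reaching about 50%, limit read from the data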;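 also: 0% = DMSO wells and 100% = wells with excess untagged CBFb-SMMHC; inhibitors lower the FRET ratio by blocking Runt binding to CBFb-SMMHC; some results filed as inactive read as strong as hits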
NPY Y1 blocker: NPY-Y1 (human) receptor antagonism | HEK293-CNG Y1 cells, membrane potential fluorescence; NPY at EC95, then isoproterenol | inhibition, % at 3.6 µM | 200,000 compounds, 1% hits;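 active = inhibition above the campaign mean inhibition of all tested compounds plus 3 SD, cut at about 20% in these data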;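 also: 0% = DMSO wells given NPY plus isoproterenol and 100% = isoproterenol alone without NPY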
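System: HEK293 cells with Y1 receptor plus CNG channel / Probe or stimulus: NPY 25 nM then isoproterenol 1 µM plus Ro 20-1724 25 µM / Compound: one concentration, 3.6 µM, in 0.4% DMSO / Schedule: compound incubation 1 h at room temperature, readout 45 min post-stimulation / Measured by: membrane potential fluorescence / Read-out: % inhibition of NPY effect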
RBBP9 inhibitor: blocks human serine hydrolase RBBP9 | AID 1515 | 220,000 compounds, 0.2% hits | recombinant RBBP9, FP-Rh probe fluorescence polarization | inhibition, % at 7.94 µM;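 active = inhibition above the campaign mean of all tested compounds plus 3 SD, cut at about 14% in these data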;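 also: plate controls were DMSO wells with RBBP9 for no effect and wells lacking RBBP9 protein for full effect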
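System: RBBP9 protein / Quantity: 2.5 µM RBBP9 dispensing solution, before mixing / Also added: Serine-hydrolase probe FP-Rh, 375 nM pre-mixing / Dosing: 7.94 µM single dose, 0.794% DMSO / Timing: enzyme-compound preincubation 30 min, then probe labeling 45 min, 25 °C / Signal: FP readout at 525/598 nm / Controls: DMSO-treated enzyme wells and wells lacking RBBP9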
NPY-Y2 PAM-ag: potentiators or agonists of human neuropeptide Y receptor Y2; AID 1359; 220,000 compounds, 0.45% hits; activation, % at 3.6 µM; P49146; cells expressing NPY-Y2, potentiator/agonist read-out; in the data active = activation above about 27%;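 also: cells stimulated with NPY near EC25 plus isoproterenol at EC100; 0% = vehicle plus submaximal agonist and 100% = vehicle plus saturating agonist; some results beyond the cut were filed as inactive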
Mdm2 ligase inh: inhibitors of human Mdm2 E3 ubiquitin ligase; signal enhancement, % at 5 µM; Q00987; 210,000 compounds, 0.11% hits; cell-based MDM2 ubiquitination luciferase reporter, 2 h; 0 = plate control, 100 = twice control, blank-subtracted;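 active = signal enhancement of 30% or more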;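 also: luminescence tracks abundance of the self-degrading MDM2-luciferase fusion protein; higher signal means inhibition of MDM2 E3 ligase activity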
Target sequence (Q00987 whole entry, looked up, the tested form may be a part): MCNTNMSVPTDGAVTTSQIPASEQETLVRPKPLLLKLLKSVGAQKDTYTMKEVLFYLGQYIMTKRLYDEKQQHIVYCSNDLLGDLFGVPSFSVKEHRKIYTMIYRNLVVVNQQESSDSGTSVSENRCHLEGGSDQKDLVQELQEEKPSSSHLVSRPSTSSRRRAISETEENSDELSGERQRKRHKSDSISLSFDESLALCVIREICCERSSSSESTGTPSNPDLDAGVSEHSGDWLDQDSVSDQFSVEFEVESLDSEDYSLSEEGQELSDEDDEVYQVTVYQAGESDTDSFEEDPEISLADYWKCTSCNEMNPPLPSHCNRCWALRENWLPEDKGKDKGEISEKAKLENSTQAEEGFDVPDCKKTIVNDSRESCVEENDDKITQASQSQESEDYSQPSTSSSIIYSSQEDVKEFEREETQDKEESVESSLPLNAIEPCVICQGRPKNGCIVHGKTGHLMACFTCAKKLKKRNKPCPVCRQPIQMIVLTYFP
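System: stable MDM2–luciferase fusion reporter cells / Input: 2000 cells seeded into each well / Schedule: 4 h settle plus 2 h compound, 37 °C / Compound: single-point 5 µM / Buffer or medium: cells held in DMEM / Benchmarks: control and blank well means / Evaluation: percent signal gain over controls, blank-subtracted / Measured by: luciferase luminescence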
Hck-Nef inh: human Hck-Nef kinase inhibition | P08631 | Recombinant Hck-YEEI plus Nef, Z-Lyte FRET kinase assay | inhibition, % at 20 µM | 220,000 compounds, 0.68% hits | AID 463187;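 active = Hck-Nef kinase inhibition above about 50%, limit read from the data; inactive = inhibition below that limit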;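 also: 0% = DMSO with Hck plus Nef and 100% = Hck alone without Nef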
Target sequence (P08631 whole entry, looked up): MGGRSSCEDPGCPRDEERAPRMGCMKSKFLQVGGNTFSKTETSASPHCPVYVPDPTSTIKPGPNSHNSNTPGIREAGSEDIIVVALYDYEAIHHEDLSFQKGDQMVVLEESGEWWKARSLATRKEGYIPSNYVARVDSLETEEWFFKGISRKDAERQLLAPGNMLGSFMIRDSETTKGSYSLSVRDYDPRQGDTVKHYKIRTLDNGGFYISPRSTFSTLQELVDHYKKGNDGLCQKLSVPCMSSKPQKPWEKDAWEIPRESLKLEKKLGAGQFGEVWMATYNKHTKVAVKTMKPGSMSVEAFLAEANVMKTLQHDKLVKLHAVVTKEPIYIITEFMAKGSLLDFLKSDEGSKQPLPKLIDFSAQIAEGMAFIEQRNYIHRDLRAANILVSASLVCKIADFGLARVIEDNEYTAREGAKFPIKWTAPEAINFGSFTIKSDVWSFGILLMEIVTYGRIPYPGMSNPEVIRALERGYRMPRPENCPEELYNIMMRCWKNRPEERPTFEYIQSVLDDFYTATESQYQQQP
NPY1 pot ag: human NPY-Y1 potentiation or agonism, primary screen; activation, % at 3.6 µM; NPY-Y1 expressing cells, potentiator/agonist activation; P25929; 220,000 compounds, 0.37% hits; in the data active = activation above about 33%, passing the limit was not always enough;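 also: cells stimulated with NPY at EC10 then isoproterenol at EC100; 0% = low agonist plus stimulus and 100% = saturating agonist plus stimulus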
Starred values were filed as active, the others as inactive; nt = not tested or not shown. Compounds were not picked by outcome; about 3.5% have a hit in one of these screens.

The opening 7 records (preview)
SMILES	p97 ATPase inh	Runt-CBFb FRET	Runt-SMMHC FRET	NPY Y1 blocker	RBBP9 inhibitor	NPY-Y2 PAM-ag	Mdm2 ligase inh	Hck-Nef inh	NPY1 pot ag
Fc1ccc(-c2nnc(-n3nnc4ccccc43)c3ccccc23)cc1	7	nt	nt	2	6	8	nt	9	-2
C=CCNC(=O)COc1ccc(S(=O)(=O)NC2CCCCC2)cc1	2	0	4	-2	-7	-6	7	0	-13
Nc1nonc1-c1nc2ccccc2n1CC(=O)N/N=C/c1ccc(-c2ccccc2C(=O)O)o1	10	4	-1	4	2	-5	-10	16	-10
O=C(CCCc1nc2ccccc2s1)NCc1ccccc1F	2	1	-2	8	-2	-12	9	-4	-6
COc1ccc(S(=O)(=O)N2CCC(C(=O)NCC3CCCO3)CC2)cc1 (centres undefined)	0	2	-2	3	-1	3	-4	3	-10
COC(=O)c1cc2ccccc2c(=O)s1	1	0	-2	0	-6	-17	-4	1	13
CCC1(C)Cc2c(sc3nc(SC)nc(N)c23)CO1 (centres undefined)	-5	3	0	-2	-14	-2	-17	0	15

Main list, from the first entry:
SMILES	p97 ATPase inh	Runt-CBFb FRET	Runt-SMMHC FRET	NPY Y1 blocker	RBBP9 inhibitor	NPY-Y2 PAM-ag	Mdm2 ligase inh	Hck-Nef inh	NPY1 pot ag
Fc1ccc(-c2nnc(-n3nnc4ccccc43)c3ccccc23)cc1	7	nt	nt	2	6	8	nt	9	-2
C=CCNC(=O)COc1ccc(S(=O)(=O)NC2CCCCC2)cc1	2	0	4	-2	-7	-6	7	0	-13
Nc1nonc1-c1nc2ccccc2n1CC(=O)N/N=C/c1ccc(-c2ccccc2C(=O)O)o1	10	4	-1	4	2	-5	-10	16	-10
O=C(CCCc1nc2ccccc2s1)NCc1ccccc1F	2	1	-2	8	-2	-12	9	-4	-6
COc1ccc(S(=O)(=O)N2CCC(C(=O)NCC3CCCO3)CC2)cc1 (centres undefined)	0	2	-2	3	-1	3	-4	3	-10
COC(=O)c1cc2ccccc2c(=O)s1	1	0	-2	0	-6	-17	-4	1	13
CCC1(C)Cc2c(sc3nc(SC)nc(N)c23)CO1 (centres undefined)	-5	3	0	-2	-14	-2	-17	0	15
Cn1c(=O)oc2cc(S(=O)(=O)N3CCCC(C(=O)NCCN4CCOCC4)C3)ccc21 (centres undefined)	-4	1	-3	-1	-1	-6	-11	1	-8
CCNc1ccc(C(=O)OCC)cc1NC(=O)c1cccc(S(=O)(=O)N2CCOCC2)c1	-8	-4	-4	-2	-3	-23	-9	0	-21
O=C(CSc1nnc(Cc2csc(Nc3cccc(Cl)c3)n2)o1)N1CCc2ccccc21	-3	0	4	-8	-8	-6	-10	0	3
CCOc1ccc(NC(=O)CCCN2C(=S)NC(C)(C)CC2C)cc1 (centres undefined)	4	1	2	2	-9	11	-10	3	11
N#Cc1ccc(C23CC4(C2)[C@H](CN(Cc2ccc(C(F)(F)F)cc2)[C@@H]4c2ccccc2)C3c2ccc(C(F)(F)F)cc2)cc1 (some centres undefined)	nt	1	2	nt	nt	nt	2	24	nt
Cc1cc(=O)oc2cc(OCC(=O)OCC(=O)N3CCc4ccccc43)ccc12	-2	-1	2	2	-7	7	-12	0	2
Cc1csc2c(=O)n(CCO)c(=O)[nH]c12	-2	1	2	nt	-7	-14	-14	13	1
COc1ccc(C(=O)CSc2nnnn2Cc2ccccc2)cc1	-2	2	4	15	-4	-9	-6	2	-10
CCOC(=O)Cn1cc(/C=N/NC(=O)c2cc3ccccc3o2)c2ccccc21	1	6	-1	nt	4	-17	nt	14	4
CCCCNC(=O)CC1N=C2c3ccccc3N=C(SCC(=O)Nc3ccccc3C)N2C1=O (centres undefined)	1	-3	5	-11	-2	8	0	-1	30
CCn1nnc(NC(=O)CSc2ccc(Cl)cc2)n1	-2	0	-3	4	-6	-8	-1	0	-3
N=C1S/C(=C\c2cccc3ccccc23)C(=O)N1c1ccc(F)cc1	2	0	0	0	-10	-2	nt	1	-5
COc1cccc(-c2ccc(SCC(=O)N3CCN(c4ccccc4)CC3)nn2)c1	-2	-7	-4	5	3	-12	-2	-6	-12
Cc1cc(OCC(=O)NCCN2CCOCC2)cc(C)c1Br	0	-2	-2	-1	-2	-8	-12	-1	0
Cc1ccc(-c2csc(NC(=O)CSc3nc(C)cs3)n2)cc1	-9	0	-4	9	-9	-20	nt	6	-49
CCn1cc(C(=O)Nc2ccc3c(c2)OCCO3)c2cc(OC)c(OC)cc2c1=O	7	0	3	5	0	-1	-8	12	2
CCOC(=O)c1c(CN2CCOCC2)n(-c2ccccc2)c2cc(Br)c(O)c(CN(C)C)c12	2	4	8	-5	-6	0	-13	0	-6
CCC(=O)N1CC2(CC(c3cccc([N+](=O)[O-])c3)=NO2)C[C@H]1C(=O)NCC(N)=O (some centres undefined)	4	-3	-12	1	-5	-4	-7	1	14
Cc1cnc([N+](=O)[O-])n1CCOC(=O)NC(=O)c1c(F)cccc1F	-1	1	1	-3	0	-14	10	23	-1
CS(=O)(=O)c1ccc2nc(NC(=O)c3ccc(Cl)nc3)sc2c1	-5	2	1	-2	-4	-8	-13	16	-28
Oc1c(Br)cc(/C=N/NC(=S)NCC2CCCO2)cc1Br (centres undefined)	6	1	-1	nt	-6	6	-4	14	16
COc1ccc([N+](=O)[O-])cc1NC(=O)COC(=O)c1ccc(O)cc1	7	-2	-1	nt	-4	-16	-18	29	1
OC1COC(OCC2OC(OCc3ccccc3)C(O)C(O)C2O)C(O)C1O (centres undefined)	1	3	-4	-2	0	-17	-12	9	-3

Random excerpt: 2 compounds from above.
SMILES	p97 ATPase inh	Runt-CBFb FRET	Runt-SMMHC FRET	NPY Y1 blocker	RBBP9 inhibitor	NPY-Y2 PAM-ag	Mdm2 ligase inh	Hck-Nef inh	NPY1 pot ag
N#Cc1ccc(C23CC4(C2)[C@H](CN(Cc2ccc(C(F)(F)F)cc2)[C@@H]4c2ccccc2)C3c2ccc(C(F)(F)F)cc2)cc1 (some centres undefined)	nt	1	2	nt	nt	nt	2	24	nt
CCNc1ccc(C(=O)OCC)cc1NC(=O)c1cccc(S(=O)(=O)N2CCOCC2)c1	-8	-4	-4	-2	-3	-23	-9	0	-21

(next part)
SMILES	p97 ATPase inh	Runt-CBFb FRET	Runt-SMMHC FRET	NPY Y1 blocker	RBBP9 inhibitor	NPY-Y2 PAM-ag	Mdm2 ligase inh	Hck-Nef inh	NPY1 pot ag
COc1ccc(S(=O)(=O)N2CC3C4C=CC(C4)C3C2)cc1 (centres undefined)	6	-2	4	-2	0	9	-9	1	14
CCO[C@@H]1OC(C(=O)N2CCN(Cc3ccccc3)CC2)=C[C@H](C2CC2)[C@H]1CCCO	-1	-2	-2	3	-6	-8	nt	9	12
CCN1CCCC1CNCC(=O)Nc1ccc(OC(F)(F)F)cc1 (centres undefined)	-2	-1	35	nt	-8	0	nt	9	-6
Cc1ccc(N2CC(=O)N(c3ccc(C)cc3)CC2=O)cc1	3	-2	4	nt	5	11	-13	10	0
COc1ccc(N2C(=O)CC(S/C(N)=N/N=C(\C)c3cccs3)C2=O)cc1 (centres undefined)	0	-1	2	-5	-8	1	-11	0	7
C/C(=C\C=C(C#N)C#N)c1cc(C#N)c(N)o1	0	5	-60	-2	-43	7	-18	17	20
Cc1cccc(C(=O)OC2CCN(C)CC2)c1	1	0	-2	-1	-1	-4	-3	18	2
S=c1[nH]nc(-c2cccs2)n1/N=C/c1cccs1	7	9	10	1	2	-1	-8	27	8
CCC(CC)C(=O)Nc1ccc(S(=O)(=O)Nc2nccs2)cc1	9	1	-4	0	-7	12	-4	16	8
CCCCNC(=O)c1nn(-c2ccccc2OC)c(=O)c2ccccc12	7	0	0	6	-3	15	-8	0	1
Cn1c(C(O)c2ccccc2F)nc(Cl)c1Cl (centres undefined)	-1	-1	0	5	-3	-4	-11	2	-15
CC1CCCCN1CCNC(=O)c1cc2c(=O)n(C)c3ccccc3c2n1C (centres undefined)	-3	1	7	5	-8	2	-4	2	-19
CCCCOc1cccc(C(=O)NNC(=S)NC2CCCCC2)c1	-1	1	6	4	-2	-7	2	1	-15
O=C(NC1=NCCS1)c1ccncc1	1	-1	-1	1	0	3	-18	2	-1
CCOc1ccc(-c2c(C)n([O-])c3c([n+]2=O)CCCCC3)cc1	0	1	-1	2	-6	8	1	-2	11
Cc1cc(Cl)ccc1OCc1nc(-c2ccncc2)no1	7	-4	-2	7	-3	-21	-27	-14	-22
COc1ccc(C(=O)N/C(=C\c2cc(OC)c(OC)cc2[N+](=O)[O-])C(=O)NCC(=O)O)cc1	9	-4	-11	-3	-11	7	-15	15	10
COC(=O)c1oc2ccc(Cl)cc2c1NC(C)=O	5	-1	0	1	7	-14	-9	14	-13
COc1cccc(NC(=O)C2CC(=O)N/C(=N/NC(=O)c3ccc(C)cc3)S2)c1 (centres undefined)	-4	0	1	nt	-2	-8	-11	7	-15
Cc1c(-n2c(=S)[nH]c3ccccc3c2=O)c(=O)n(-c2ccccc2)n1C	-8	0	0	2	-15	-7	-11	-13	3
COc1cc(OC)c(S(=O)(=O)Nc2ccccc2NC(=O)CN2CCOCC2)cc1NC(C)=O	5	1	1	-1	-3	0	-6	22	2
Cc1nonc1CN(C)C(=O)c1ccc(OC2CCN(Cc3ccccn3)CC2)cc1	2	1	3	0	2	-4	-24	30	-7
COc1cccc(/C=N/N2C(=O)NC3(CCCCC3)C2=O)c1O	7	-2	-19	-1	-2	0	-16	-25	20
CCOc1cc(CN2CCN(c3ccc(C(C)=O)cc3)CC2)ccc1OC	1	0	-2	2	3	-5	-7	2	5
COC1=NS(=O)(=O)c2ccccc21	3	0	-3	-1	6	-5	4	2	-11
CCCN(CCC)C(=O)Nc1ccc(F)cc1F	6	0	-5	nt	-3	21	-10	17	10

Compound activity deposited in PubChem BioAssay by several laboratories.
